Screens: PubChem BioAssay, The Scripps Research Institute Molecular Screening Center
TEAD-YAP inh: TEAD-YAP interaction inhibition, primary screen, TEAD-YAP interaction inhibitor project, luminescence, HEK-TIYL cells; TEAD-Gal4/YAP UAS-luciferase luminescence; inhibition, % at 9.12 µM; hit rate 1.4% among 640,000; AID 1259422, 2018; in the data active means inhibition above about 32%;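 further: 0% = median of test compound wells and 100% = reference inhibitor wells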
FBW7 activator: FBW7 E3 ligase activators, primary screen, biochemical, AlphaScreen, human | AlphaScreen FBW7–phospho-cyclin E peptide binding, activator screen | AID 1259310, 2017 | hit rate 0.13% among 650,000 | normalized activity (activation), % at 26.1 µM; in the data active means normalized activity above about 1.9%;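 further: purified mutant Fbw7 with reduced substrate affinity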
GPR151 activ: activators of human GPR151, primary screen, cell-based, PathHunter beta-arrestin, luminescence. PathHunter beta-arrestin GPR151 cells. activation, % at 11.2 µM. AID 1508602, 2020. hit rate 1% among 650,000; in the data active means activation above about 4.9%;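 further: 0% = median of compound wells and 100% = cells with positive control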
Target sequence (Q8TDV0 whole entry, looked up): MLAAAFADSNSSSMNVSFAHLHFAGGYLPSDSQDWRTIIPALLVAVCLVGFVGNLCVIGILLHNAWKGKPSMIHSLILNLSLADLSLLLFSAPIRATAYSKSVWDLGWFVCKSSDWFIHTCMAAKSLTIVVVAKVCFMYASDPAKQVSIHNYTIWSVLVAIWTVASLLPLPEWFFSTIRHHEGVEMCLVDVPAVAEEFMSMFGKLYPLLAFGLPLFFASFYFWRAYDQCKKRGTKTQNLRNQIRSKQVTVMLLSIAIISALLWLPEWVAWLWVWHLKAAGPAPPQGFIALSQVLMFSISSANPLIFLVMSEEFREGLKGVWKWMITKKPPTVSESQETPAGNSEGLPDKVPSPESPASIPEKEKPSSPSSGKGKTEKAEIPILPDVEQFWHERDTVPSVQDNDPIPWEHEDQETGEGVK
MITF primary: MITF inhibitors, primary screen, biochemical, AlphaScreen, human. hit rate 0.91% among 650,000. Microphthalmia-associated transcription factor (Homo sapiens), O75030. AlphaScreen MITF homodimerization, bead proximity signal. inhibition, % at 2.6 µM; in the data active means inhibition above about 50%;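 further: 0% = vehicle wells with protein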
Target sequence (O75030 whole entry, looked up): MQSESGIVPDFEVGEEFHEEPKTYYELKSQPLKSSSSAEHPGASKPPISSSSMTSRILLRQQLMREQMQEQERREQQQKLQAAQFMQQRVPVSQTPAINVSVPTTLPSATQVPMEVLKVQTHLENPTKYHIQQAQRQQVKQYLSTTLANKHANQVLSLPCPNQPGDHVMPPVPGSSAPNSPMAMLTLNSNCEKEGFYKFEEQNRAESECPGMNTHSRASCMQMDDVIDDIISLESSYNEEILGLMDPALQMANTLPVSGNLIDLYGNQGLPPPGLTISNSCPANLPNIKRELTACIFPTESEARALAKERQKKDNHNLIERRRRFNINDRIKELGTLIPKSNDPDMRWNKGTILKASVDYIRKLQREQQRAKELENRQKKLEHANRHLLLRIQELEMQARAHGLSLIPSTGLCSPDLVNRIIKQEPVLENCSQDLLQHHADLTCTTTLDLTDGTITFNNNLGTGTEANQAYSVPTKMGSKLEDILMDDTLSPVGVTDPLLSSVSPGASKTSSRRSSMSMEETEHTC
An asterisk follows results filed as active; . = no result given. An unsorted share of the library (roughly 3.4% active in at least one column).

SMILES | TEAD-YAP inh | FBW7 activator | GPR151 activ | MITF primary
Fc1ccccc1C1Nc2ccccc2-c2nnc(SCc3ccccc3)nc2O1 (stereo not given) | -5 | 0.0 | 2.6 | 5
O=C(COC(=O)c1cccc(C(F)(F)F)c1)NC(=O)NC1CCCC1 | -6 | 0.4 | -1.5 | -11
N#Cc1ccccc1OCC(=O)OCC(=O)NC1CCS(=O)(=O)C1 (stereo not given) | 3 | 0.0 | -0.2 | -2
COC(=O)c1ccccc1S(=O)(=O)Nc1ccccc1I | 7 | 0.2 | 0.2 | 16
c1ccc2c(c1)OCCc1c-2[nH]c2ccccc12 | -16 | -0.1 | 1.6 | 7
CCN(CC)S(=O)(=O)c1ccc(C(=O)N=c2sc3c4ccccc4ccc3n2C)cc1 | 2 | 0.1 | -0.4 | -5
O=[N+]([O-])c1ccccc1-c1nc(-c2ccccc2)c2ccccc2n1 | -1 | 0.1 | -0.1 | 22
O=C(Nc1cccc(NC(=O)c2cccc3ccccc23)c1)c1ccc(Cl)cc1Cl | -4 | 0.1 | 0.1 | -2
CC(=O)Nc1ccc(Nc2cc(Nc3ccc(C(F)(F)F)cc3)nc(N)n2)cc1 | -11 | -0.1 | 0.5 | 0
Cc1cc(NC(=O)Cc2ccc(-c3ccccc3)cc2)ccc1N1CCCC1=O | 11 | 0.0 | 1.6 | 8
CCC(C(=O)N1CCOCC1)n1cc(C=O)c2ccccc21 (stereo not given) | -2 | 0.2 | 0.1 | 0
CCn1c(C(=O)O)c(CC(=O)N(C)c2cc(Cl)ccc2C)c2ccccc21 | -8 | -0.4 | -0.7 | -8
CC(C)(CO)Cn1c(=O)[nH]c2ncc(-c3ccc(C(=O)N4CCOCC4)cc3)nc21 | -2 | 0.1 | -0.7 | -10
Cc1cccc(NC(=O)c2ccc([N+](=O)[O-])cc2[N+](=O)[O-])c1C | 9 | -0.1 | -1.4 | 7
COC(CN1C(=O)c2cccc3cccc(c23)C1=O)OC | 3 | 0.0 | 2.6 | 10
COc1ccc(Cl)cc1N1C(=O)C2C(c3ccc(C)cc3)OC3(C(=O)c4ccccc4C3=O)C2C1=O (stereo not given) | 3 | 0.0 | 0.8 | 10
Cc1nc2sc(C(c3ccc(Cl)cc3)N3CCN(CCO)CC3)c(O)n2n1 (stereo not given) | 5 | 0.3 | -0.1 | -4
Cc1cc(C(=O)NCC2CCCO2)n(-c2ccccc2)n1 (stereo not given) | -8 | 0.0 | 0.2 | 2
COc1cc(C=O)ccc1OCCOc1ccccc1[N+](=O)[O-] | -28 | 0.0 | -0.6 | 12
O=C(Cc1ccccc1)Nc1cnn(-c2cccc(C(=O)NC3Cc4ccccc4C3)c2)c1 | -10 | 0.4 | -1.9 | 24

5 entries from above in a different format:
molecule,TEAD-YAP inh,FBW7 activator,GPR151 activ,MITF primary
COc1ccc(Cl)cc1N1C(=O)C2C(c3ccc(C)cc3)OC3(C(=O)c4ccccc4C3=O)C2C1=O (stereo not given),3,0.0,0.8,10
Cc1nc2sc(C(c3ccc(Cl)cc3)N3CCN(CCO)CC3)c(O)n2n1 (stereo not given),5,0.3,-0.1,-4
Cc1cc(C(=O)NCC2CCCO2)n(-c2ccccc2)n1 (stereo not given),-8,0.0,0.2,2
COc1cc(C=O)ccc1OCCOc1ccccc1[N+](=O)[O-],-28,0.0,-0.6,12
O=C(Cc1ccccc1)Nc1cnn(-c2cccc(C(=O)NC3Cc4ccccc4C3)c2)c1,-10,0.4,-1.9,24

(further entries)
SMILES | TEAD-YAP inh | FBW7 activator | GPR151 activ | MITF primary
N#CC1=C(N)Oc2n[nH]c(-c3cccs3)c2C12C(=O)Nc1ccccc12 (stereo not given) | -1 | -0.2 | -0.8 | -7
COC(=O)COc1ccc(OC)cc1 | 2 | 0.0 | 0.3 | 11
O=c1c2c(-c3ccccc3)csc2ncn1Cc1ccccc1Cl | -20 | -0.2 | 1.4 | 1
CN1CCC(N(C)C(=O)C(=O)c2c[nH]c3ccccc23)CC1 | -3 | 0.0 | 1.2 | 0
CC(C)CNC(=O)C(=O)NCC1OCCCN1S(=O)(=O)c1ccc(F)cc1 (stereo not given) | 1 | 0.0 | -1.1 | -10
Cc1nc2ccc(NC(=O)c3ccc(Cc4ccccc4)cc3)cc2s1 | -10 | 0.0 | 1.4 | 0
O=C1OC(=Nc2cccc([N+](=O)[O-])c2)c2cccc3cccc1c23 | 6 | -0.1 | -1.0 | -3
Cc1ccc(C(=O)N[C@H]2C[C@H]3C(=O)N[C@@H](Cc4ccc(Cl)cc4)C(=O)N3C2)cc1F | 17 | 0.0 | 3.0 | 0
COc1ccc(/C(O)=C2/C(=O)C(=O)N(CCCn3ccnc3)C2c2ccc(Br)cc2)cc1 (stereo not given) | 3 | -0.2 | 1.5 | 3
COc1ccc2[nH]cc(NC(=O)NC(C)c3cccs3)c(=O)c2n1 (stereo not given) | 2 | 0.0 | -0.5 | 5
CCOc1ccc(-c2csc(NC(=O)CCCOc3ccc(Cl)cc3)n2)cc1 | 16 | 0.0 | -1.2 | 8
COc1cc(OC)cc(-n2nc(C(=O)O)c3ccccc3c2=O)c1 | 0 | 0.3 | -0.1 | 2
O=C(NC(=S)NCc1ccco1)c1ccccc1I | 2 | -0.1 | -2.5 | 4
OCCNc1nc(-c2ccccc2)nc2nc[nH]c12 | 12 | 0.4 | -2.7 | 21
Cc1cc(NCCN(C(C)C)C(C)C)nc(Nc2cnccn2)n1 | 2 | 0.0 | -1.4 | 21
CCCCOC(=O)c1ccc2c(c1)C(=O)N(c1ccc(C)cc1C)C2=O | 11 | 0.2 | 0.8 | 16
CCOc1ccc(NC(=O)CCCCC(=O)Nc2ccc(OCC)cc2)cc1 | 0 | 0.0 | 2.3 | 6
Cc1ccc(C2=N/C(=C/c3cccc(Cl)c3)C(=O)O2)cc1[N+](=O)[O-] | 5 | 0.1 | 0.8 | 0
C/C(Cn1nc([N+](=O)[O-])cc1C)=N\NC(=O)COc1ccccc1[N+](=O)[O-] | -19 | -0.1 | 0.0 | 9
O=C(Nc1nncs1)C(Sc1ccccc1)c1ccccc1 (stereo not given) | -1 | -0.2 | 1.9 | -5
O=C1OC(Nc2ccc(F)cc2)c2ccccc21 (stereo not given) | -3 | -0.2 | 1.1 | -6
CC(C)N(CCNc1cc(Nc2ccccn2)nc(N)n1)C(C)C | 6 | 0.4 | -0.9 | 1
C/C(=C\c1ccccc1)CN1CCOc2ccc(CN3CCCC(C(N)=O)C3)cc2C1 (stereo not given) | 0 | 0.0 | 0.6 | 6
COc1ccc(N2CCN(C(=O)Cc3noc4ccc(C)cc34)CC2)cc1 | -10 | -0.1 | -2.4 | 1
Cc1oc2cc(OC(C)C)ccc2c(=O)c1Oc1ccccc1 | -2 | 0.1 | -1.1 | 4
N[C@H](Cc1ccc(F)c(F)c1)c1nc2ccc(-c3cn[nH]c3)cc2c(=O)[nH]1 | 76* | -0.8 | 0.6 | 15
Cc1cccn2c(=O)c(/C=N/NC(N)=O)c(NCc3ccco3)nc12 | 0 | 0.2 | 0.4 | 5
CCC(CO)Nc1ccc2ncc(-c3cc(C(C)C)ccc3OC)n2n1 (stereo not given) | 2 | 0.7 | -1.0 | 19
CCOc1ccccc1Nc1ncnc2c1cnn2-c1ccccc1 | 3 | -0.1 | 1.0 | -1
CC1=CC2=NC(=O)/C(=C\c3cc(C)n(-c4ccccc4F)c3C)C(=N)N2O1 | -8 | 0.5 | 0.1 | 16

Whole records from above. Screens in order: TEAD-YAP inh, FBW7 activator, GPR151 activ, MITF primary
CCC(CO)Nc1ccc2ncc(-c3cc(C(C)C)ccc3OC)n2n1 (stereo not given) is listed with 2, 0.7, -1.0, 19
O=C1OC(Nc2ccc(F)cc2)c2ccccc21 (stereo not given) is listed with -3, -0.2, 1.1, -6
CCOc1ccccc1Nc1ncnc2c1cnn2-c1ccccc1 is listed with 3, -0.1, 1.0, -1

More structures:
SMILES | TEAD-YAP inh | FBW7 activator | GPR151 activ | MITF primary
COc1ccc(NC(=O)C(NC(=O)/C=C\c2ccc3c(c2)OCO3)c2ccc(C)cc2)cc1 (stereo not given) | 16 | 0.0 | 0.5 | 8
[2H]C([2H])(CC(=O)CC[C@H]1C(=O)C[C@H](O)[C@@H]1CCC(=O)O)C([2H])([2H])C([2H])([2H])C(=O)O | . | . | -0.1 | 1
NC(=O)C1CCN(C(=O)COc2ccc(Cl)cc2)CC1 | 1 | -0.2 | 0.3 | 8
CCc1cccc(OCC(=O)NC2CCCCC2)c1 | -13 | 0.2 | 0.6 | 10
COCC1=C2c3ccccc3[C@H](C[N+](=O)[O-])C(C(=O)OC)(C(=O)OC)C[C@@H]2n2c(=O)n(-c3ccccc3)c(=O)n2C1 | . | 0.0 | -0.5 | -3
Cc1cccc(C(=O)N/C(=C/c2ccc3c(c2)OCO3)C(=O)Nc2ccccc2)c1 | -7 | -0.1 | -1.2 | 4
CCN(CC)c1nc(NCc2ccccc2)nc(N2CCN(c3ccccn3)CC2)n1 | 0 | 0.0 | 1.8 | -4
COc1ccc(OCCC(=O)NCC23CC4CC(CC(C4)C2)C3)cc1 | -7 | 0.1 | 1.3 | 14
CCC(=O)N1CCc2cc(S(=O)(=O)NC(C(=O)NC3CCCC3)C(C)C)ccc21 (stereo not given) | -8 | 0.1 | 0.5 | -1
CC1=NC(C(F)(F)F)(C(F)(F)F)C(C#N)=C(C)N1 | 2 | 0.1 | -1.8 | 14

Reformatted: entries from further up.
SMILES,TEAD-YAP inh,FBW7 activator,GPR151 activ,MITF primary
COc1ccc(OCCC(=O)NCC23CC4CC(CC(C4)C2)C3)cc1,-7,0.1,1.3,14
COc1ccc(NC(=O)C(NC(=O)/C=C\c2ccc3c(c2)OCO3)c2ccc(C)cc2)cc1 (stereo not given),16,0.0,0.5,8

Random excerpt: 2 records from the list
SMILES | TEAD-YAP inh | FBW7 activator | GPR151 activ | MITF primary
O=C(Nc1cccc(NC(=O)c2cccc3ccccc23)c1)c1ccc(Cl)cc1Cl | -4 | 0.1 | 0.1 | -2
C/C(Cn1nc([N+](=O)[O-])cc1C)=N\NC(=O)COc1ccccc1[N+](=O)[O-] | -19 | -0.1 | 0.0 | 9

Additional results.
SMILES | TEAD-YAP inh | FBW7 activator | GPR151 activ | MITF primary
COc1ccc(/C=N/Nc2nnc3c(n2)[nH]c2ccccc23)cc1Br | -4 | 0.1 | -0.6 | -6
CCc1ccccc1NC(=O)C1C2C=CC(C2)C1C(=O)O (stereo not given) | -1 | 0.5 | 0.2 | -3
O=C1c2cccc3cccc(c23)C(=O)N1CCCN(C(=O)c1ccc(Cl)cc1)c1cccc(F)c1 | -2 | -0.1 | -0.5 | -16
Cc1ccc(C(=O)NCC(c2ccco2)S(=O)(=O)c2ccc(F)cc2)cc1 (stereo not given) | -1 | -0.1 | 0.0 | -1
CSc1nc(C2CC2)nc2sc(C)c(C)c12 | -8 | 0.7 | 4.3 | 19
COC(=O)c1cc(C)sc1NC(=S)NNC(=O)c1cccc(N(C)C)c1 | -27 | -0.1 | -1.1 | 0
CCN(CC)c1nc(NCCOc2ccccc2)nc(Nc2ccc(-n3ccnc3)cc2)n1 | -6 | 0.1 | 4.0 | 12
FC(F)(F)c1ccc(-c2cnnc(NCC3COCCO3)n2)cc1 (stereo not given) | -16 | -0.1 | 3.6 | -11
Cc1cccc(OCC(=O)Nc2ccc(S(=O)(=O)N(C)C)cc2)c1 | 5 | 0.1 | -1.4 | 19
CCOc1ccccc1NC(=O)NC(=O)N(C)S(C)(=O)=O | 1 | 0.1 | 0.1 | -5
Clc1ccc2nc(-c3ccccc3)c(-c3ccccc3)nc2c1 | 0 | 0.1 | 0.1 | -6
Cc1cccc2sc(NC(=O)c3cccc([N+](=O)[O-])c3)nc12 | -4 | -0.1 | 0.6 | 6
COc1ccc(/C=C/C(=O)N2CCN(Cc3ccc4c(c3)OCO4)CC2)cc1 | 13 | 0.0 | -0.1 | 6
S=C(Nc1ccccc1Cl)N(CCCN1CCCCCC1)Cc1ccco1 | -2 | -0.5 | 0.6 | -7
O=C1NC2(CCN(Cc3ccc(Cl)cc3)CC2)C(=O)N1Cc1ccc(Cl)cc1 | 2 | 0.1 | 1.2 | 11
CC(=O)N1CCC(C(=O)c2ccc(Cl)cc2)CC1 | 3 | -0.1 | 0.0 | -10
O=C(C1CC12CCN(Cc1cccn1-c1cccnc1)CC2)N1CCc2ccccc2C1 (stereo not given) | -2 | -0.2 | -1.0 | -6
CC1=C(C(=O)OC(C)(C)C)C(c2ccco2)C(C#N)=C(N)O1 (stereo not given) | 1 | 0.0 | -1.1 | 12
COc1ccc(NC(=S)N2CCCC2)cc1 | -24 | 0.0 | -0.5 | -1
CCC1=NN2C(=N)/C(=C/c3cn(CCOc4ccc(C)cc4)c4ccccc34)C(=O)N=C2S1 | -3 | 0.2 | -0.9 | 13
Cc1ccc(-c2cc(N)n(S(=O)(=O)c3cccc([N+](=O)[O-])c3)n2)cc1 | 0 | -0.2 | -0.1 | 7
COc1cc(OC)cc(C(=O)N(CCN(C)C)c2nc3ccccc3s2)c1 | -4 | 0.1 | -1.6 | -2
CC(=O)N(/C=C1\Sc2ccccc2C1=O)c1ccc(C)c(C)c1 | 86* | 0.1 | -3.0 | 4
COc1ccccc1NC(=O)N1CCC2(CC1)N=C(C)C(c1ccc(Cl)cc1)=N2 | 17 | 0.0 | -0.8 | -5
CN(C(=O)C1CCN(C(=O)NC(C)(C)C)CC1)C(c1ccccc1)c1ccccn1 (stereo not given) | 6 | -0.8 | 0.1 | 0
O=C(NCC1CCCO1)c1c(O)c2cccc3c2n(c1=O)CCC3 (stereo not given) | -4 | -0.2 | 2.1 | 4
CCNC(=O)Nc1ccc(-n2nnc3cc(C(F)(F)F)cnc32)cc1 | -7 | 0.1 | 0.5 | -17
